Screening data from PubChem BioAssay.
G9a block: G9a (human) methyltransferase inhibition | G9a H3K9 monomethylation, AlphaScreen, 2 h | Potency, µM (series often up to 102 µM), inactives show top-dose activity, negative = inhibition, usual class: inhibitors | hit rate 8.8% among 350,000 | AID 504332; note: % is set by controls: 0 for no effect and ±100 for the full control effect; nearly all actives have a fitted effect of over 75% in size
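Compounds were preincubated with 20 nM G9a for 15 min, after which biotinylated H3K9 peptide (500 nM) and SAM (20 uM) started a 2 h room-temperature reaction. Monomethylated product was quantified by antibody-based AlphaScreen chemiluminescence.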
POLK inh: blocks human DNA polymerase kappa activity. Q9UBT6. purified Pol kappa, fluorescent DNA synthesis assay, 10 min. Potency, µM (titrated, usually from 107 µM), inactives show at the highest dose activity, negative = inhibition, most hits filed as inhibitors. hit rate 0.53% among 400,000. AID 588579; note: % is set by controls: 0 for no effect and ±100 for the full control effect
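50 nM final substrate added after 15 min RT preincubation of 10 nM Pol kappa with compound; fluorescence read at 0 and 10 min.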
Pol iota inh: DNA polymerase iota (human) inhibition; Q9UNA4; Pol iota fluorescent replication assay, 10 min; Potency, µM (highest dose often 115 µM), for the others: at the highest dose activity, negative = inhibition, usual class: inhibitors; hit rate 1% among 390,000; AID 588590
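Fluorescent replication assay read twice, at 0 min and 10 min after adding 50 nM (final) substrate. Enzyme (10 nM) and compounds were first incubated 15 min at room temperature; enzyme-free buffer wells were negative controls.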
Pol eta inh: blocks human DNA polymerase eta activity; AID 588591; Potency, µM (top dose mostly 114 µM), for the others: at the highest dose activity change, negative = inhibition, usual class: inhibitors; hit rate 1.2% among 390,000; Q9Y253; recombinant Pol eta, fluorescent DNA replication assay; note: % is set by controls: 0 for no effect and ±100 for the full control effect
Target sequence (Q9Y253 whole entry, looked up): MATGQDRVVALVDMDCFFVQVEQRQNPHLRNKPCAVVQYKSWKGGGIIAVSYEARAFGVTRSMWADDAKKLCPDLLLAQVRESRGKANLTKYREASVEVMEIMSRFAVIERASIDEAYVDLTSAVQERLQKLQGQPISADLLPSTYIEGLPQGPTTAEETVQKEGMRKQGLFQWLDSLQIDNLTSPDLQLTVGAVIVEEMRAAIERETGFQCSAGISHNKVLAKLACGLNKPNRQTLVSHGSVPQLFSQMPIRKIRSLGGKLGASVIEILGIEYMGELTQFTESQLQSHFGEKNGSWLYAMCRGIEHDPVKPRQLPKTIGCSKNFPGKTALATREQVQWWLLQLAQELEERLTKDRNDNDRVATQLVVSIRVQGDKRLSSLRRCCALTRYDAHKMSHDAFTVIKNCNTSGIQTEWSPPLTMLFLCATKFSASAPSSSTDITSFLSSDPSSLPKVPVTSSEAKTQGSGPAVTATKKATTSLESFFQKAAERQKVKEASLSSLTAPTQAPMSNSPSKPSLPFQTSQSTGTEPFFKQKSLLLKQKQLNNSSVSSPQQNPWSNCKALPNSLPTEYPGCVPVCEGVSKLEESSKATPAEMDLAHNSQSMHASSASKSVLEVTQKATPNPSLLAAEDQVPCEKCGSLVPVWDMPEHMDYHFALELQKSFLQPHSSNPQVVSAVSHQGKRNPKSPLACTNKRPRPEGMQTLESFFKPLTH
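Pol eta at 10 nM preincubated with compounds 15 min at room temperature; reaction started with fluorescent substrate (50 nM final) and read kinetically at 0 and 10 min.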
BAZ2B block: blocks human BAZ2B | Q9UIF8 | Potency, µM (top dose mostly 114 µM), for the others: at the top dose activity change, negative = inhibition, actives largely listed as inhibitors | hit rate 4.4% among 360,000 | AlphaScreen BAZ2B-H3K14Ac peptide displacement; note: % is set by controls: 0 for no effect and ±100 for the full control effect; nearly all actives have a fitted effect of over 60% in size
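AlphaScreen displacement of biotin-H3(5-23)K14Ac peptide (50 nM final) from BAZ2B (50 nM final) in PBS pH 7.4, 0.01% Tween-20; complex preformed 30 min RT, then compounds (top 110 uM) 30 min RT, beads 20 min dark.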
APE1 inh: inhibitors of human APE1 endonuclease; AID 2517; hit rate 0.35% among 350,000; P27695; recombinant APE1, TAMRA/BHQ-2 abasic DNA cleavage fluorescence; Potency, µM (top dose mostly 65.8 µM), for inactives: top-dose activity change, negative = inhibition, most hits filed as inhibitors;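 note: plate controls were vehicle for no effect and reference inhibitor for full effect; nearly all actives have a fitted effect of over 55% in size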
Target sequence (P27695 whole entry, looked up): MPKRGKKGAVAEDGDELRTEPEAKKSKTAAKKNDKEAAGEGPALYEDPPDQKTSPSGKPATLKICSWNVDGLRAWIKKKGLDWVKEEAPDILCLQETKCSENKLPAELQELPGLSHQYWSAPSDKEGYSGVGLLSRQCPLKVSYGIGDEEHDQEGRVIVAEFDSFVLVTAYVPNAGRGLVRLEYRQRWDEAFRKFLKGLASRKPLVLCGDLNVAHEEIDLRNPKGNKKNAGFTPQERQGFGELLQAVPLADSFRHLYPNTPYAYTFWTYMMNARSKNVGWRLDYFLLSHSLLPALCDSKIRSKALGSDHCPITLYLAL
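Measures dequenching upon AP-site incision of a 5'-TAMRA/3'-BHQ-2 THF-containing duplex, 50 nM; human APE1 0.75 nM after 15 min room-temperature exposure to compound; kinetic three-point read at one-minute spacing.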
Apoferritin bind: binds horse apoferritin like a general anesthetic. AID 485281. hit rate 0.074% among 350,000. Potency, µM (top dose mostly 77.5 µM), for inactives: at the top dose activity change, negative = displacement, usual class: inhibitors. apoferritin/1-aminoanthracene competitive binding, fluorescence; note: % is set by controls: 0 for no effect and ±100 for the full control effect; nearly all actives have a fitted effect of over 20% in size
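10 uM apoferritin + 50% sat. 1-AMA, PBS; cpd 10 min RT; Ex380/Em535 endpoint; normalized to free probe vs complex; 4-param Hill fit; propofol titration as pos. ctrl.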
POLB inh: blocks human DNA polymerase beta activity; P06746; Pol beta primer extension/strand displacement, fluorescence kinetic; Potency, µM (doses to about 114 µM), for inactives: at the highest dose activity change, negative = inhibition, most hits filed as inhibitors; hit rate 1.3% among 340,000; note: % is set by controls: 0 for no effect and ±100 for the full control effect
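10 nM enzyme + cpd, 15 min RT; start with substrate 50 nM final; read 0 min and after 10 min RT. Corrected, normalized data; 4-parameter Hill curve fit.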
BLM helicase inh: blocks DNA unwinding by human BLM helicase | P54132 | recombinant BLM DNA unwinding, fluorescence dequenching | Potency, µM (series often up to 56.1 µM), for the others: at the highest dose activity change, negative = inhibition, usual class: inhibitors | hit rate 0.2% among 350,000 | AID 2528;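 note: plate controls were vehicle for no effect and no enzyme for full effect; nearly all actives have a fitted effect of over 35% in size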
Active calls of the source: *; & = joins results of further samples; [ ] = dose if it differs, or a comment. Calls come from the whole dose curve; as a rule, active = well fitted curve in the direction sought with a large enough effect; inconclusive = small, poorly fitted or top-dose-only effect, or another doubt; inactive = no such curve, though single readings can be large; an effect the other way counts as inactive or inconclusive. Potency is the fitted concentration of half-maximal effect.

What do the screens show for `COC(=O)c1ccc(/C=C/C(=O)c2ccc(OC)c(OC)c2)cc1`?
G9a block: 24%[0.501 µM]; POLK inh: -4%; Pol iota inh: inconclusive; Pol eta inh: inconclusive; BAZ2B block: -34%; APE1 inh: -1%; Apoferritin bind: inconclusive; POLB inh: -10%; BLM helicase inh: -5%

Results for CC(=O)Nc1ccc(S(=O)(=O)NCCSc2ccccn2)cc1 ?
G9a block: 2.5µM*; POLK inh: -17%; Pol iota inh: inconclusive; Pol eta inh: -4%; BAZ2B block: -4%; APE1 inh: -3%; Apoferritin bind: 0%; POLB inh: 11%; BLM helicase inh: -4%

Results for O=C(c1cc(COc2ccc(F)cc2F)on1)N1CC2C[C@@H]3CC1C[C@H](C2)C3 ?
G9a block: -2%; POLK inh: -3%; Pol iota inh: 5%; Pol eta inh: -19%; BAZ2B block: -2%; APE1 inh: 41%; Apoferritin bind: -49%; POLB inh: 1%; BLM helicase inh: -4%

How did O=C(Nc1ccccn1)C1CCN(S(=O)(=O)c2ccc3ccccc3c2)CC1 do in these assays?
G9a block: -35%; POLK inh: -1%; Pol iota inh: -13%; Pol eta inh: -24%; BAZ2B block: -22%; APE1 inh: 26%

What do the screens show for `CN1C[C@@H]2C(c3ccc(C(F)(F)F)cc3)C3(c4ccc(C#N)cc4)CC2(C3)[C@H]1c1ccccc1` (some centres not stated)?
G9a block: 13%[12.7 µM]; POLK inh: -14%; Pol iota inh: -3%; Pol eta inh: -18%; BAZ2B block: -38%; APE1 inh: -4%&15%; Apoferritin bind: 24%&6%; POLB inh: 15%; BLM helicase inh: -6%&-6%

Results for COCC(C)n1c(C)cc(C(=O)COC(=O)CNC(=O)c2ccccc2)c1C (configuration not stated) ?
G9a block: 6%[59 µM]; POLK inh: 6%; Pol iota inh: 6%; Pol eta inh: 1%; BAZ2B block: -26%; APE1 inh: -4%; Apoferritin bind: -6%; POLB inh: -11%; BLM helicase inh: -4%

How did CCCCOc1ccccc1NC(=O)c1ccco1 do in these assays?
G9a block: 39%[59 µM]; POLK inh: -2%; Pol iota inh: -3%; Pol eta inh: 0%; BAZ2B block: 31%; APE1 inh: 0%; Apoferritin bind: -12%; POLB inh: inconclusive; BLM helicase inh: -2%

What do the screens show for `CCOc1ccccc1N(CC(=O)Nc1ccc(OC)cc1)S(=O)(=O)c1ccccc1`?
G9a block: 21%; POLK inh: -10%; Pol iota inh: 13%; Pol eta inh: -23%; BAZ2B block: -4%; APE1 inh: 23%; Apoferritin bind: 1%; POLB inh: 5%; BLM helicase inh: -6%

How did COc1ccc(C(C)=O)cc1CSc1nnc(Nc2c(C)cccc2C)s1 do in these assays?
G9a block: -24%[59 µM]; POLK inh: -2%; Pol iota inh: 16%; Pol eta inh: -26%; BAZ2B block: -13%; APE1 inh: 14%; Apoferritin bind: -12%; POLB inh: 20%; BLM helicase inh: 2%

What do the screens show for `CC(C)C(C)(C#N)NC(=O)CSc1nc2scc(-c3ccco3)c2c(=O)n1-c1ccccc1` (configuration not stated)?
G9a block: 45µM*; POLK inh: -4%; Pol iota inh: inconclusive; Pol eta inh: -11%; BAZ2B block: -11%; APE1 inh: inconclusive; Apoferritin bind: inconclusive; POLB inh: 28µM*; BLM helicase inh: inconclusive

In the list so far, these have a cyano group.
What do the screens show for `CN1C[C@@H]2C(c3ccc(C(F)(F)F)cc3)C3(c4ccc(C#N)cc4)CC2(C3)[C@H]1c1ccccc1` (some centres not stated)?
G9a block: 13%[12.7 µM]; POLK inh: -14%; Pol iota inh: -3%; Pol eta inh: -18%; BAZ2B block: -38%; APE1 inh: -4%&15%; Apoferritin bind: 24%&6%; POLB inh: 15%; BLM helicase inh: -6%&-6%

What do the screens show for `CC(C)C(C)(C#N)NC(=O)CSc1nc2scc(-c3ccco3)c2c(=O)n1-c1ccccc1` (configuration not stated)?
G9a block: 45µM*; POLK inh: -4%; Pol iota inh: inconclusive; Pol eta inh: -11%; BAZ2B block: -11%; APE1 inh: inconclusive; Apoferritin bind: inconclusive; POLB inh: 28µM*; BLM helicase inh: inconclusive

Other records:
Results for Cc1ccc(CNC(=O)CSc2cc(C)[nH]c(=O)n2)cc1 ?
G9a block: 3%[59 µM]; POLK inh: -3%[60.1 µM]; Pol iota inh: inconclusive; Pol eta inh: inconclusive; BAZ2B block: -14%; Apoferritin bind: -9%; POLB inh: inconclusive; BLM helicase inh: -14%

What do the screens show for `CCc1nnc(NC(=O)C2CCC(CNc3c(N4CCC(C)CC4)c(=O)c3=O)CC2)s1` (configuration not stated)?
G9a block: -37%; POLK inh: -5%; Pol iota inh: 66%[activator]; Pol eta inh: -16%; BAZ2B block: -12%; APE1 inh: -2%; Apoferritin bind: -12%; POLB inh: 0%; BLM helicase inh: -4%

Results for COc1ccc(C(=O)C2CCN(CC(=O)Nc3ccccc3F)CC2)cc1 ?
G9a block: 3%; POLK inh: -5%; Pol iota inh: 25%; Pol eta inh: -11%; BAZ2B block: -12%; APE1 inh: -5%; Apoferritin bind: 2%; POLB inh: 28%; BLM helicase inh: -8%

What do the screens show for `CCn1cnc2scc(-c3ccc(C)c(C)c3)c2c1=O`?
G9a block: 19%; POLK inh: -1%; Pol iota inh: -14%; Pol eta inh: -12%; BAZ2B block: -38%; APE1 inh: 1%; Apoferritin bind: inconclusive; POLB inh: 0%; BLM helicase inh: -5%

Results for O=C(Oc1ccc2c(c1)OCO2)c1ccc(F)cc1Cl ?
G9a block: 44%[59 µM]; POLK inh: -1%; Pol iota inh: 27%; Pol eta inh: -6%; BAZ2B block: 0%; APE1 inh: 7%; Apoferritin bind: inconclusive; POLB inh: 0%; BLM helicase inh: -2%

What do the screens show for `O=C(NCC(=O)N(c1cnc2ccccc2c1)C(C(=O)NC1CCCC1)c1ccncc1)c1ccco1` (configuration not stated)?
G9a block: -8%[59 µM]; POLK inh: 5%; Pol iota inh: 16%; Pol eta inh: -9%; BAZ2B block: 9%; APE1 inh: 2%; Apoferritin bind: -6%; POLB inh: 18%; BLM helicase inh: 2%

Results for CCOC(=O)c1sc2nc(C)nc(NC3CCC(O)CC3)c2c1C (configuration not stated) ?
G9a block: 12%; POLK inh: -6%; Pol iota inh: 2%; Pol eta inh: 5%; BAZ2B block: 3%; APE1 inh: 36%; Apoferritin bind: -9%; POLB inh: 11%; BLM helicase inh: -3%

Results for CCN(CC(=O)Nc1ccc(NC(C)=O)cc1)C(=O)c1c(-c2c(F)cccc2Cl)noc1C ?
G9a block: 25%; POLK inh: -5%; Pol iota inh: -14%; Pol eta inh: -17%; BAZ2B block: -23%; APE1 inh: 20%; Apoferritin bind: inconclusive; POLB inh: 13%; BLM helicase inh: -2%

How did CC(=O)Nc1ccc(S(=O)(=O)N2CCC3(CC2)OCCO3)cc1 do in these assays?
G9a block: 66%; POLK inh: 15%; Pol iota inh: -9%; Pol eta inh: -8%; BAZ2B block: -16%; APE1 inh: 2%; Apoferritin bind: -2%; POLB inh: -29%; BLM helicase inh: 1%

What do the screens show for `OC1CCCN(CC(O)c2ccccc2)C1` (configuration not stated)?
G9a block: 3.2µM*; POLK inh: 8%; Pol iota inh: -27%; Pol eta inh: -10%; BAZ2B block: 50µM*; APE1 inh: 7%; Apoferritin bind: 0%; POLB inh: -12%; BLM helicase inh: 0%

What do the screens show for `COc1ccc(CCN2C(=O)CC(NNc3ccc([N+](=O)[O-])cc3)C2=O)cc1OC` (configuration not stated)?
G9a block: 14µM*; POLK inh: 6%; Pol iota inh: 85%[activator]; Pol eta inh: -14%; BAZ2B block: -36%; APE1 inh: -2%; Apoferritin bind: -24%; POLB inh: inconclusive; BLM helicase inh: -6%

Results for N#C/C(=C\c1c(N2CCC(C(N)=O)CC2)nc2ccccn2c1=O)S(=O)(=O)c1ccc(Cl)cc1 ?
G9a block: 0%; POLK inh: 6%; Pol iota inh: -5%; Pol eta inh: -12%; BAZ2B block: -24%; APE1 inh: -1%; Apoferritin bind: -8%; POLB inh: -26%; BLM helicase inh: -2%

What do the screens show for `CC(C)(C)c1cc(CCC(=O)N2CCCC2)cc(C(C)(C)C)c1O`?
G9a block: 49%; POLK inh: 0%; Pol iota inh: 0%; Pol eta inh: -3%; BAZ2B block: -16%; APE1 inh: 5%; Apoferritin bind: -13%; POLB inh: 5%; BLM helicase inh: -10%

Results for CCSC1=C(C#N)C2(CCCCC2)C(C#N)C(=O)N1 (configuration not stated) ?
G9a block: -4%[59 µM]; POLK inh: -3%; Pol iota inh: 8%; Pol eta inh: -16%; APE1 inh: 4%; Apoferritin bind: -20%; POLB inh: 22%; BLM helicase inh: -2%

Results for COc1cn(-c2ccccc2)nc1C(=O)NCc1ccccc1 ?
G9a block: -1%; POLK inh: -13%; Pol iota inh: 20%; Pol eta inh: -5%; BAZ2B block: -17%; APE1 inh: 68%[activator]; Apoferritin bind: -5%; POLB inh: 1%; BLM helicase inh: -3%

How did CCN(CC(=O)Nc1ccc(OC)cc1)C(=O)c1cc(S(=O)(=O)N2CCOCC2)ccc1N1CCCC1 do in these assays?
G9a block: -48%; POLK inh: 2%; Pol iota inh: 34%[activator]; Pol eta inh: 2%; BAZ2B block: 9%; APE1 inh: -2%

Results for CCOC(=O)CCSc1cc(C)c2ccccc2n1 ?
G9a block: 10%; POLK inh: -4%; Pol iota inh: 6%; Pol eta inh: -15%; BAZ2B block: 92%[activator]; APE1 inh: 8%; Apoferritin bind: -19%; POLB inh: 45%; BLM helicase inh: -6%

What do the screens show for `O=S(=O)(N/N=C1/CC(c2ccccc2)Oc2ccccc21)c1ccc(Br)cc1` (configuration not stated)?
G9a block: inconclusive; POLK inh: -32%; Pol iota inh: 4%; Pol eta inh: -13%; BAZ2B block: -15%; APE1 inh: 11%; Apoferritin bind: inconclusive; POLB inh: 16%; BLM helicase inh: -15%

Results for CCc1c(C)c(C#N)c2nc3ccccc3n2c1-n1nc(C)cc1C ?
G9a block: 7%[59 µM]; POLK inh: -7%; Pol iota inh: 9%; Pol eta inh: 2%; BAZ2B block: -1%; APE1 inh: 3%; Apoferritin bind: 2%; POLB inh: 28%; BLM helicase inh: 3%

These rows are one share of the data (hit frequency here may not be typical).
